S100A4 MyoIIA = S100A4-myosin IIA interaction inhibition | P26447 | S100A4/TAMRA-MyoIIA peptide fluorescence polarization | inhibition, % at 10.7 µM | 360,000 compounds, 0.14% hits | AID 652163;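 active means mean inhibition of at least 70% across replicates, with every replicate also reaching that level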
Target sequence (P26447 whole entry, looked up): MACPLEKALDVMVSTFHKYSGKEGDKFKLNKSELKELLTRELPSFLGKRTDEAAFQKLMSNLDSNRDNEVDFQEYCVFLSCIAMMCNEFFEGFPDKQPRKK
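Test system – S100A4 monomer (human) · Compound – single-point compound testing · Schedule – 5 min incubation before reading · Probe or stimulus – TAMRA-labelled myosin IIA heavy-chain peptide probe, 5 nM · Benchmarks – neutral control DMSO, positive control TFP · Medium – Calcium-containing HEPES buffer, pH 7.2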
ERAP1 HTS inh = blocks human ERAP1 aminopeptidase activity; 340,000 compounds, 0.15% hits; inhibition, % at 10.7 µM; recombinant ERAP1, Leu-AMC fluorescence, 60 min;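 active means mean replicate inhibition of at least 30%, or all replicates individually reaching that 30% level; inactive means mean below 30% and not every replicate reaching it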;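 further: 0% = neutral control wells and 100% = L-leucinethiol positive control wells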
Target sequence (Q9NZ08 whole entry, looked up): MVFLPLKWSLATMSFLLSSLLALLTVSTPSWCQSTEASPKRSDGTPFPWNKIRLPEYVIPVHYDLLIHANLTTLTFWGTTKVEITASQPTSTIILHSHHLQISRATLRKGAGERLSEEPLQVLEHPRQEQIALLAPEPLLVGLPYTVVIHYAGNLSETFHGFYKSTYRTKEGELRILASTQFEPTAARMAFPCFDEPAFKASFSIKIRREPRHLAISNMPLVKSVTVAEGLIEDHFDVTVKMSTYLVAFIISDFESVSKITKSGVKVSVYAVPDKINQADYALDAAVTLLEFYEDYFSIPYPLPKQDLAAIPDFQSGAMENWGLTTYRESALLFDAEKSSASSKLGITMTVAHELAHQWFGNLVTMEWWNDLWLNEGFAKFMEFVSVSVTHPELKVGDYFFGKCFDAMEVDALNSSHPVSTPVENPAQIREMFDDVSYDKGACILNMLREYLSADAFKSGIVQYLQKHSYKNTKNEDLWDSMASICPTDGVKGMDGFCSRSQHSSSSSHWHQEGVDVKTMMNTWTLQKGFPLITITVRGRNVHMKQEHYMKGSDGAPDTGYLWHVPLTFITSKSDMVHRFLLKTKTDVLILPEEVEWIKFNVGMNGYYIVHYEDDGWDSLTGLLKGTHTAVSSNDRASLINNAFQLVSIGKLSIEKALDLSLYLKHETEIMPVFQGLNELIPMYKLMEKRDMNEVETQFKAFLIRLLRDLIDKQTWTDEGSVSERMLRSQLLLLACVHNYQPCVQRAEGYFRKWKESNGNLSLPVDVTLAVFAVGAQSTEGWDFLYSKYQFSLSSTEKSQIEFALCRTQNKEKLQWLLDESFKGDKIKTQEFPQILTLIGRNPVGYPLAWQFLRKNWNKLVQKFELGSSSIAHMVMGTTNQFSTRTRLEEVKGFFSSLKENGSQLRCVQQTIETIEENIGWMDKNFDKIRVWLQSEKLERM
Cneo AK release = causes C. neoformans cell lysis | adenylate kinase release luminescence, 4 h; normalised: neutral wells 0, clomiphene wells 100 | AID 651654 | 360,000 compounds, 0.2% hits | lysis activity, % at 15 µM;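 active means mean lysis activity across replicates of at least 80%, whatever share of replicates individually reach that level; inactive means mean lysis activity below 80%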
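Material: C. neoformans cells; Schedule: 4 h static compound exposure, 37 °C, read 1 h post-reagent; Measured by: adenylate kinase release luminescence; Read-out: signal increase indicating cell lysis; Controls: Clomiphene as positive lysis control.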
Statin myotox sup = suppression of simvastatin myotoxicity; C2C12 myotubes + simvastatin, ATP luminescence, 48 h; scaled: DMSO 0, geranylgeraniol control 100; rescue of ATP level, % at 7.49 µM; 330,000 compounds, 0.78% hits; AID 602340;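 active means mean ATP rescue above about 67%, or every replicate alone reaching that limit, limit read from the data, passing the limit was not always enough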;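 further: myotubes were challenged with 10 µM simvastatin during compound exposure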
LGR2 inh = inhibitors of bursicon-induced Drosophila LGR2 receptor cAMP signaling | HEK293 LGR2, CRE-luciferase, bursicon-stimulated, 4 h | inhibition, % at 9.99 µM | 380,000 compounds, 0.35% hits;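 active means drop in luminescence signal, shown as inhibition above about 50% in the replicate tests, limit read from the data, passing the limit was not always enough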;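 further: agonist challenge used bursicon conditioned medium at about half maximal strength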
XiGFP reactiv = reactivates the inactive X chromosome in mouse fibroblasts; XiGFP mouse fibroblasts, % GFP-positive cells imaging, 3 d; cells co-treated with 5-aza-dC sensitizer; scaled so ellipticine positive control = 100%; 360,000 compounds, 0.055% hits; AID 743238; activation, % at 7.58 µM;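 active means mean normalized replicate activation at least 10% and every replicate at or above 10%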;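 further: 0% = median of on-plate neutral control wells and 100% = ellipticine 6 µM median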
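Material: XiGFP fibroblasts, SV40-immortalized; Buffer or medium: DMEM containing 5-aza-dC; Compound dosing: single point; Times: 3 days compound exposure.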
PGC1a acetyl inh = lowers PGC1a acetylation signal in U2OS cells | AlphaScreen anti-acetyl-lysine; with virally co-expressed GCN5 acetyltransferase | 350,000 compounds, 0.17% hits | inhibition, % at 15.6 µM;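 active means every replicate shows inhibition of at least 40%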;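 further: 0% = neutral control wells and 100% = positive control wells; some results beyond the cut were filed as inactive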
SIRT5 block = inhibitors of human sirtuin-5 desuccinylase | Q9NXA8 | Purified SirT5, succinyl-peptide AMC, trypsin-coupled fluorescence | inhibition, % at 15 µM | 330,000 compounds, 1.1% hits | AID 652115; in the data active means inhibition above about 15%
* = called active by the depositor; . = no result given.

SMILES	S100A4 MyoIIA	ERAP1 HTS inh	Cneo AK release	Statin myotox sup	LGR2 inh	XiGFP reactiv	PGC1a acetyl inh	SIRT5 block
COc1cccc(-c2noc(-c3ccc4c(c3)OCO4)n2)c1	-6	-2	.	.	36	-0.1	-7	8
CS(=O)(=O)N(CC(=O)NCCSCc1ccccc1Cl)c1ccccc1F	11	0	0	0	3	0.2	3	.
O=C1CNC[C@H]2[C@H](c3ccc(-c4ccccc4F)cc3)[C@@H](CO)N12	17	4	.	.	-11	0.0	14	-2
COc1ccccc1C1CC(=O)NC(C)=C1C(=O)OC(C)C (configuration not stated)	-35	-1	.	.	0	0.1	-5	-2
CCN(C(=O)c1ccc2c(SCC(=O)O)c3c(nc2c1)CCC3)c1cc(Cl)ccc1OC	-6	-4	-1	-1	15	0.0	5	5
COC(=O)CCCCCCC(=O)NOCc1ccccc1	5	1	78	.	.	.	3	5
Cc1nc2ccc(NC(=S)N3CCCC3)cc2nc1C	-3	7	.	.	-4	-0.4	-2	2
Cc1ccc(-c2ccc([C@@H]3[C@H](CO)N4CCCCN(Cc5cncnc5)C[C@@H]34)cc2)cc1	1	-1	-4	.	-19	0.0	3	0
CCc1cccc(CC)c1NC(=O)CNCc1cccs1	2	5	0	-3	-7	0.0	.	-9
O=c1c2c(-c3ccccc3)ccnc2[nH]n1-c1ccccc1	-4	5	-1	1	-18	0.1	8	-3
CCCNC(=O)N1[C@H](CO)[C@H](c2ccccc2)[C@H]1CNC(=O)C1CC1	5	0	.	.	0	0.9	2	-6
C/C(=N\OCC(=O)Nn1c(C)nc2ccccc2c1=O)c1ccccc1	6	2	0	.	-5	0.0	.	-1
O=S(=O)(c1ccccc1F)N1CCC(c2nc3ccccc3[nH]2)CC1	0	-2	2	27	-3	0.0	.	-1
COc1ccc(/C=C(\NC(=O)c2ccccc2)C(=O)N2CCCCC2)cc1OC	-2	0	-2	18	-4	0.0	.	0
Cc1ccc(NC(=O)NC2CC(=O)N(c3ccc4c(c3)OCCO4)C2)cc1F (configuration not stated)	-2	1	-1	11	-6	0.0	5	1
COC(=O)[C@]12C[C@H](CC(=O)N3CCSCC3)C(=O)N(Cc3ccccc3)C1=C[C@H](C(C)C)O[C@@H]2C1CC1	2	1	.	.	13	0.0	.	.
CCOC(=O)C1=C(C(=O)OCC)C2N(Cc3ccc(Br)cc3)c3ccccc3[C@@]23C[C@@H](C(=O)OC)N(S(=O)(=O)c2cccs2)C3=N1 (some centres not stated)	-1	-1	.	.	13	0.2	.	.
CC(Oc1ccccc1)C(=O)Nc1cccc(NC(=O)c2ccco2)c1 (configuration not stated)	-1	.	-2	4	19	-0.2	3	1
CCCCOc1ccc(NC(=O)CSCC(=O)OCC)cc1	5	3	0	5	-4	.	-4	-1
CCOC(=O)N1CCN(S(=O)(=O)c2ccc3[nH]c(=O)oc3c2)CC1	-4	-1	.	-1	0	-0.2	.	-5
O=C(CSc1ccc(F)cc1)NCCSc1ccccc1	4	0	.	.	7	0.0	0	-4
Cc1noc(C)c1NC(=O)Nc1cccc2c1O[C@@H](CN(C)S(=O)(=O)c1ccc(Cl)cc1)[C@H](C)CN([C@H](C)CO)C2=O	0	1	-10	-19	-6	-0.1	3	1
CCN1[C@H](C(=O)NCCc2cn(C)cn2)[C@@H](CO)[C@@H]2Cn3c(ccc(-c4ccc(F)cc4)c3=O)[C@@H]21	-6	-1	-2	9	13	0.1	.	-3
O=C(C1CC1)N1C[C@@H]2[C@H](c3ccccc31)[C@@H](CO)N2C(=O)c1cccc(F)c1	3	0	-5	-4	19	0.2	6	-3
Cc1ccc(C)c(-n2c(SCC(=O)NC(C(=O)O)C(C)C)nnc2-c2cccc(Cl)c2)c1 (configuration not stated)	-2	8	.	.	-38	0.0	3	1
COc1ccc(S(=O)(=O)N(C)C[C@H]2Oc3ccc(NS(=O)(=O)c4cccs4)cc3CC(=O)N([C@H](C)CO)C[C@@H]2C)cc1	-9	0	3	-21	-2	-0.4	3	0
Cc1ccc(NC(=O)CN2CCN(Cc3ccccc3)CC2)cc1	0	-2	.	-11	13	0.0	.	-4
O=C(Nc1ccccc1N1CCCC1)C1CCN(S(=O)(=O)c2ccc(F)cc2)CC1	-11	2	2	15	-3	0.0	4	-5
NS(=O)(=O)c1ccc(CCNC(=O)c2ccc(C#CC3(O)CCCCC3)cc2)cc1	5	2	-1	.	12	0.4	.	112*
CN(C)c1ccc(/C=C/c2ccc3ccccc3n2)cc1	-34	0	-5	-398	93*	.	-7	5
O=C(c1ccc(COc2ccc(Br)cc2)o1)N1N=C(C(F)F)CC1(O)C(F)F (configuration not stated)	-6	0	.	.	.	0.4	.	1
CCNC(=O)C[C@H]1CC[C@@H]2[C@H](COc3ccc(NC(=O)c4ccc(F)c(F)c4)cc3C(=O)N2C)O1	3	-2	1	5	5	0.4	0	-2
CN1CCN(c2ccc(Nc3ccnc4cc(Cl)ccc34)cc2)CC1	-11	4	0	5	-13	0.0	-10	4
CC(C)c1ccc(NC2CCCN(C(=O)CC3CCCC3)C2)cc1 (configuration not stated)	-2	-3	3	-5	-4	0.2	-5	34*
CCCOc1ccc(C2NC(=O)CCC2[N+](=O)[O-])cc1 (configuration not stated)	-1	2	1	12	10	0.1	.	-3
Cc1cc(C)cc(C(=O)Nc2ccc(N3CCN(C(=O)c4ccco4)CC3)cc2)c1	0	0	1	.	6	0.4	11	0
Nc1nnc(SCn2nnc3ccccc3c2=O)s1	-3	-2	.	.	-6	0.0	.	0
CC(C)C#Cc1ccc([C@H]2[C@H](CO)N3C(=O)CN(C(=O)NC4CCCC4)C[C@@H]23)cc1	-14	2	.	.	6	0.0	7	3
Cc1cc(C)nc(Oc2ccc([N+](=O)[O-])cc2)n1	-5	-2	.	.	2	0.0	4	-2
Nc1nc2c(ncn2[C@@H]2O[C@H](CNS(=O)(=O)C3CC3)[C@@H](O)[C@H]2O)c(=O)[nH]1	-5	1	4	-1	.	-0.1	-10	1
Cc1cc2nc(-c3ccc(SCC(=O)Nc4ccc5c(c4)OCCO5)nc3)[nH]c2cc1C	-3	1	-3	2	-54	.	13	-1
O=C(Nc1cc(Cl)ccc1Cl)Nn1cnnc1	-1	0	0	-3	16	0.1	.	-1
c1ccc(-c2cn(C[C@H]3CC[C@@H]([C@@H]4CC[C@H](Cn5cc(-c6ccccc6)nn5)O4)O3)nn2)cc1	-6	1	1	-5	5	0.0	-12	0
COc1cc(CCCN2C(=O)C(=O)NC[C@@H]2CC2CCCCC2)cc(OC)c1OC	0	3	8	-5	11	0.0	.	-2
CCCNC(=O)N1CCC2(CC1)CN(C(=O)CC)[C@@H](CO)c1c2c2ccc(OC)cc2n1C	5	-7	.	.	-6	0.2	-11	.
COC(=O)Cc1ccc(OCc2ccc(Cl)nc2)cc1	2	3	-3	0	-31	0.0	-1	-4
CCN(CC)S(=O)(=O)c1ccc(N2CCCC2)c(C(=O)Nc2ccc(OC)c(Cl)c2)c1	.	.	0	.	9	0.1	-1	.
Cc1ccccc1NC(=O)CSc1nnc(CNC(=O)c2ccc3c(c2)OCO3)n1C	-1	-4	2	10	9	0.1	13	13
CN1CCC(N(C)C(=O)Cc2ccccc2[N+](=O)[O-])CC1	-8	-3	-2	-1	11	0.2	-5	2
CCC(=O)Nc1ccc2c(c1)OC[C@@H](C)N(C(C)=O)C[C@H](C)[C@@H](OC)CN(C)C2=O	11	-1	1	16	-12	-0.2	0	-4
COc1ccc(CNC(=O)C2(CC3CC(c4ccccc4)=NO3)CCN(C(=O)C3CCCC3)CC2)cc1 (configuration not stated)	-2	-3	0	18	1	0.0	-3	-1
Cc1ccc(S(=O)(=O)N2CCC(=O)N(C(CO)Cc3ccccc3)CC2)cc1 (configuration not stated)	-3	1	-6	-7	-11	0.4	.	-1
Cc1cccc(OCCCCn2c(CO)nc3ccccc32)c1	3	.	6	9	11	0.2	-8	11
C[C@@H]1CN([C@@H](C)CO)C(=O)c2cc(C#Cc3ccccn3)cnc2O[C@H]1CN(C)CC1CCCC1	21	3	-6	3	-18	0.3	-16	-3
COc1ccc(C)cc1NC(=O)C1CC1c1ccccc1 (configuration not stated)	-28	-2	.	.	22	0.2	.	-4
CCC(C)NC(=O)c1cc2c(=O)n3cccc(C)c3nc2s1 (configuration not stated)	-3	-71	-1	-14	-21	0.2	10	-21
CCN(c1ccccc1)S(=O)(=O)c1cccc(C(=O)OCC(=O)Nc2ccc(NC(C)=O)cc2)c1	11	-3	0	-4	-8	0.0	2	-3
O=C(O)c1ccc(N=Cc2c(O)ccc3ccccc23)cc1	-10	2	1	16	-8	0.1	5	-4
Cc1ccc(S(=O)(=O)N(C)C[C@H]2Oc3ncc(C#CC4(O)CCCC4)cc3C(=O)N([C@@H](C)CO)C[C@@H]2C)cc1	-12	1	46	-37	23	1.7	2	2
CCNC(=O)N1CCC(n2nccc2NC(=O)CCCc2ccccc2)CC1	6	-4	0	-1	-1	0.0	0	1

4 neighbouring records from above:
SMILES	S100A4 MyoIIA	ERAP1 HTS inh	Cneo AK release	Statin myotox sup	LGR2 inh	XiGFP reactiv	PGC1a acetyl inh	SIRT5 block
CCC(=O)Nc1ccc2c(c1)OC[C@@H](C)N(C(C)=O)C[C@H](C)[C@@H](OC)CN(C)C2=O	11	-1	1	16	-12	-0.2	0	-4
COc1ccc(CNC(=O)C2(CC3CC(c4ccccc4)=NO3)CCN(C(=O)C3CCCC3)CC2)cc1 (configuration not stated)	-2	-3	0	18	1	0.0	-3	-1
Cc1ccc(S(=O)(=O)N2CCC(=O)N(C(CO)Cc3ccccc3)CC2)cc1 (configuration not stated)	-3	1	-6	-7	-11	0.4	.	-1
Cc1cccc(OCCCCn2c(CO)nc3ccccc32)c1	3	.	6	9	11	0.2	-8	11

The results go on:
SMILES	S100A4 MyoIIA	ERAP1 HTS inh	Cneo AK release	Statin myotox sup	LGR2 inh	XiGFP reactiv	PGC1a acetyl inh	SIRT5 block
COCCNC(=O)c1cc2cc(Br)cc(OC)c2oc1=O	.	.	-1	-25	-8	.	4	.
O=C(Nc1ccn(CCCN2CCN(c3ccccc3)CC2)c(=O)n1)OCc1ccccc1	2	7	-1	7	-12	0.1	.	12
CCn1cc(Cl)c(C(=O)Nc2nc3ccccc3n2CCN2CCCCC2)n1	-9	.	1	-16	-12	0.0	1	.
COc1cc(CN(C(=O)c2cc3ccccc3oc2=O)C2CCS(=O)(=O)C2)cc(OC)c1OC (configuration not stated)	-6	2	4	21	-6	0.1	-2	2
CCOc1ccccc1-n1c(SCC(=O)NC)nnc1-c1ccco1	-4	2	-1	22	2	.	-9	0
CCN(CC)C(=O)C1=C(C)N(CCC2=CCCCC2)C(=O)C(CC(=O)NCCCN(C)C)C1 (configuration not stated)	-4	-4	0	9	-5	-0.1	-7	-3
CCOC(=O)N1CCC(N(CCN(C)C)C(=S)Nc2cccc(Cl)c2C)CC1	8	-2	.	.	.	-0.1	-2	-2
CC(C)c1ccc(CC(=O)N2CCC2(C)C(=O)NS(=O)(=O)c2ccc(Cl)s2)cc1 (configuration not stated)	-1	1	1	4	-1	0.0	.	.
CN1CCN(C(=O)c2ccc(C(F)(F)F)cc2)CC1	-9	0	.	.	-19	0.2	-5	6
COc1ccc(NC(=O)[C@@H]2CCCN2S(=O)(=O)c2cccc3cccnc23)cc1	-2	-3	-3	-6	6	-0.1	.	.
CC(C)c1nnc(NC(=O)C2CCCCC2)s1	1	10	-1	1	-14	-0.1	.	-5

Compound activity from PubChem BioAssay.

These rows are one share of the data. The share of hits here may be higher or lower than overall.
